# PolyA inhibitor: inhibitors of polyadenylation in S. cerevisiae; 0.02% of 300,000 active; calls only at 12 µM; S. cerevisiae SKY197-pL101 polyadenylation reporter, beta-gal luminescence; efflux-impaired pdr1/pdr3 knockout yeast; score 100 = 6 SD above DMSO;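 active = lowest replicate activity score at least 50, where 100 means six control SD above control mean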;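 also: yeast exposed to compound for 9 h at 30 °C; higher score means more reporter readthrough which indicates perturbed polyadenylation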
# DYRK1A inh: inhibitors of rat Dyrk1A kinase; 0.43% of 310,000 active; Q63470; AID 504441; ADP-Glo luminescence, NFATc1 peptide; inhibition, % at 12.5 µM; in the data active = inhibition above about 50%;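 also: plate controls were vehicle with enzyme for no effect and no enzyme for full effect; many of its hits are not listed in these tables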
# GSK3 alpha inh: human GSK-3 alpha kinase inhibition | ADP-Glo luminescence, 60 min | inhibition, % at 10 µM | 0.1% of 320,000 active;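 in the data active = inhibition above about 50%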;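 also: GST-tagged GSK-3 alpha with peptide substrate and 25 µM ATP; 0% = DMSO neutral wells and 100% = GW8510 positive control wells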
# RGS4 act: RGS4 potentiation or activation | 0.92% of 310,000 active | AID 463111 | B-score at 10 µM | HEK293 M3R/inducible RGS4, carbachol calcium flux Fluo4; active compounds read low;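 active = B-score of the integrated calcium signal more than 4 SD below the library mean, with starting fluorescence not abnormally high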;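 also: negative B-score means reduced calcium response which marks RGS4 activation or potentiation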
#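 Test system: HEK293 cells with stable M3R and inducible RGS4; also added: carbachol at ECmax as muscarinic agonist stimulus; schedule: dye loading 30 min 37 °C, buffer rest 30 min RT; technique: kinetic calcium fluorescence imaging with Fluo4-AM dye, 2 µM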
# KCNQ1 act: potentiates or activates the human KCNQ1 potassium channel | P51787 | CHO-K1 KCNQ1, thallium flux FluxOR fluorescence; active compounds read high | B-score at 10 µM | 0.35% of 310,000 active | AID 2648;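 active = fluorescence ratio B-score, a plate-corrected score, at least three library SD, with initial intensity B-score within 5 SD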
#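 Schedule – 37 °C overnight plating, 90-min dark dye load, 20-min compound pretreatment · System – stable KCNQ1 CHO-K1 line · Probe or stimulus – thallium- and potassium-containing depolarizing buffer · Measured by – kinetic FluxOR fluorescence, 10 s baseline plus 110 s post-stimulus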
# GSK3B inh: human GSK3beta kinase inhibition; 0.038% of 300,000 active; AID 2097; P49841; GST-GSK3beta kinase, ADP-Glo luminescence, 60 min; active compounds read low; activity score (negative = inhibition), % at 10 µM;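 active = more than half of replicate wells score below -50%, meaning over 50% inhibition versus plate controls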;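 also: 0% = median DMSO wells and -100% = median GW8510 positive control wells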
#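 Assay system: GST-fused GSK3beta enzyme, cell-free / Medium: Tris pH 7.5 buffer with MgCl2, DTT, BSA, heparin / Also added: peptide substrate plus 25 µM ATP (final) / Compound: 10 µM single point / Timing: kinase reaction with compound 60 min at room temperature / Detection: ADP-Glo luminescence / Benchmarks: DMSO neutral wells and GW8510 at 20 µM as positive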
# KCNK9 inh: inhibitors of human KCNK9 two-pore domain potassium channel | Q9NPC2 | 1.2% of 310,000 active | B-score at 10 µM | HEK293 KCNK9, FluxOR thallium flux fluorescence; active compounds read low;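 active = ratio B-score over 3 SD below the library mean, with starting fluorescence within 5 SD of its mean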;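 also: negative B-score means less thallium flux so channel inhibition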
# RGS4 inh: inhibitors of human RGS4. P49798. HEK293 M3R/RGS4 inducible, Fluo-4 calcium flux; active compounds read high; triggered by carbachol at its EC20. B-score at 10 µM. 0.45% of 310,000 active;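 active = B-score, a plate-corrected calcium signal, over three deviations above library mean, with baseline fluorescence within five deviations of library mean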;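 also: RGS4 expression induced by doxycycline in cells with stable M3 receptor; B-score is computed from the integrated fluorescence ratio over baseline after carbachol; higher B-score means a larger calcium signal and so more RGS4 inhibition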
# KCNQ1 block: blocks the human KCNQ1 potassium channel; P51787; CHO-K1 KCNQ1, FluxOR thallium flux fluorescence; active compounds read high; B-score at 10 µM; 1.3% of 310,000 active; AID 2642;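 active = compounds whose thallium flux B-score, printed positive for inhibition, exceeds three library SD while starting fluorescence stays within three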;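 also: channel opened by potassium depolarization with thallium stimulus after 20 min compound exposure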
# KCNK3 inh: human KCNK3 channel inhibition, primary screen | 0.84% of 340,000 active | CHO-KCNK3 thallium flux, FluxOR fluorescence; active compounds read low | B-score at 10 µM;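 active = B-score under library mean minus 4 SD, starting fluorescence ratio at most library mean plus 5 SD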;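 also: more negative B-score means stronger inhibition of thallium flux through KCNK3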
# hERG rescue: shields human hERG channel from block by proarrhythmic agents; Q12809; CHO-hERG, FluxOR thallium flux, dofetilide IC70 present; activation (rescue from dofetilide block), less the hit threshold, % at 10 µM; 0.51% of 310,000 active;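 active = activation above the mean of controls blocked by dofetilide plus 5 SD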;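 also: thallium influx through hERG after potassium depolarization seen as dye fluorescence rise; in these data hits start at about 4.7%; inactives centre near -7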
# Target sequence (Q12809 whole entry, looked up): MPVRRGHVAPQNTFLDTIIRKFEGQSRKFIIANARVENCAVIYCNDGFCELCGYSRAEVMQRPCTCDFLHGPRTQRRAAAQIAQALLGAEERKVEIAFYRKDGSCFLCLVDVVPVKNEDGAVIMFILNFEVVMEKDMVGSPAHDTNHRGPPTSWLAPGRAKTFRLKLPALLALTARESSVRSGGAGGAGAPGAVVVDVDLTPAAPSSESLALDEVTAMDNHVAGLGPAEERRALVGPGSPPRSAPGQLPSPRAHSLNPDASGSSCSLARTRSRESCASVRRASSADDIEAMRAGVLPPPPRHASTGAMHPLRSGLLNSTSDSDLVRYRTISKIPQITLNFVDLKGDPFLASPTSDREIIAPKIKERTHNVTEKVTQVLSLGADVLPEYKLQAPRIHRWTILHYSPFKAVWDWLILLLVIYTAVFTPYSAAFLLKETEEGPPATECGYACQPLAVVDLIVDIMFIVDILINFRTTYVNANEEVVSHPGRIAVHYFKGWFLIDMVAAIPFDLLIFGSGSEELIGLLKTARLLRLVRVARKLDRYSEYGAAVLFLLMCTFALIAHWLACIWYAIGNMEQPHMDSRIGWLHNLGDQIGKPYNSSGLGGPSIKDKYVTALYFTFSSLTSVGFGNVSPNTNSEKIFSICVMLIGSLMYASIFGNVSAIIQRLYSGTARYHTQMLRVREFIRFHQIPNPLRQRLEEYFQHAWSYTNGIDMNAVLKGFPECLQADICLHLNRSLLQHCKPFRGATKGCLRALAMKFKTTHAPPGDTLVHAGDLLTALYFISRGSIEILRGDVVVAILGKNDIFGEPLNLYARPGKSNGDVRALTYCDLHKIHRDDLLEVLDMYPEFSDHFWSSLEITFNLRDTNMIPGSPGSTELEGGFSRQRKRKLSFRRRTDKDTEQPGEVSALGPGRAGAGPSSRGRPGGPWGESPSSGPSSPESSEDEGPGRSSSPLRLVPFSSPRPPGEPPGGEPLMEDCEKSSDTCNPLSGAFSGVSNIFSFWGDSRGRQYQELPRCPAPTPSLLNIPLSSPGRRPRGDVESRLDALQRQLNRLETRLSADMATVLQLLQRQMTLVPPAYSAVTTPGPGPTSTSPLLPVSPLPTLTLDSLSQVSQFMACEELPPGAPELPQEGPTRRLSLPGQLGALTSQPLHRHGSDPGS
# The depositor's hits bear a star; i = inactive; / = no result given.
SMILES,PolyA inhibitor,DYRK1A inh,GSK3 alpha inh,RGS4 act,KCNQ1 act,GSK3B inh,KCNK9 inh,RGS4 inh,KCNQ1 block,KCNK3 inh,hERG rescue
O=C(NC(NC(=O)c1ccccc1)c1ccccc1)c1ccccc1,i,-5,1,i,i,0,i,i,i,i,-4
O=C(Nc1ccccc1F)c1coc(=O)c(Br)c1,i,6,-1,i,i,2,i,i,i,i,-17
COc1ccc(C(=O)CSc2nnc(CNC(=O)c3ccc(OC)cc3)n2C)cc1,i,0,-2,i,i,1,i,i,i,i,-5
COc1ccc(N2CC(C(=O)Nc3nnc(SCC(=O)NC4CCCC4)s3)CC2=O)cc1 (stereo not drawn),i,6,0,i,i,1,i,i,i,i,-6
Cc1nc2c(cc1C#N)C(=O)c1ccccc1-2,i,3,2,i,i,2,i,i,i,i,-3
CCN(CC)CC(=O)Nn1c(C)nc2c(ncn2-c2ccccc2)c1=O,i,5,-2,i,i,2,i,i,i,i,-14
COc1ccc(Nc2ncnc3sccc23)cc1OC,i,33,0,i,i,-9,i,i,i,i,-5
COc1cc(/C=N/NC(=O)C(=O)Nc2ccccn2)ccc1O,i,8,-1,i,i,-1,i,i,i,i,-6
COc1ccc(C(=O)N/N=C/c2ccc(OC)c(CSc3ccccn3)c2)cc1,i,6,/,i,i,6,i,i,i,i,-6
Nc1c2nc(-c3ccccc3Cl)[nH]c(=O)c2nc(=O)n1-c1ccccc1,i,19,14,i,i,-2,i,i,i,i,-17
O=C(Nc1cccc(F)c1)C1CC(=O)N(c2ccc(Cl)cc2)C1 (stereo not drawn),i,1,-1,i,i,2,i,i,i,i,-8
O=C(NC1CC1)C1=C[C@@H](c2coc3ccccc3c2=O)C[C@@H](OCCCCO)O1,i,6,-2,i,i,-1,i,i,i,i,-7
N=c1n(CC(=O)c2ccc([N+](=O)[O-])cc2)c2ccccc2n1Cc1ccc(Cl)cc1,i,/,-1,i,i,2,i,i,i,i,-11
O=C(O)Cc1sc(Nc2ccc(Cl)cc2)nc1-c1cccs1,i,-1,/,i,i,2,i,i,i,i,-10
COc1ccccc1CNC(=O)COC(=O)Cc1ccsc1,i,-5,/,i,i,3,i,i,i,i,-5
N#C/C(=C\c1ccccc1)C(=O)OCC(=O)N1CCCC1,i,12,-1,i,i,-2,i,i,i,i,-20
Cc1ccc(C)c(N2CCN(C(=O)Cn3c(=O)[nH]c4ccsc4c3=O)CC2)c1,i,2,-1,i,i,-1,i,i,i,i,-5
Cc1ccc(C)c(N2CCN(C(=O)Nc3ccc4c(c3)N(C)C(=O)CS4)CC2)c1,i,3,5,i,i,1,i,i,i,i,-10
O=C1OC(c2ccccc2)=N/C1=C\C=C\c1ccccc1[N+](=O)[O-],i,-3,0,i,i,-1,i,i,i,i,-5
COc1ccc(/C=N/N2CCN(C)CC2)cc1O,i,3,-2,i,i,3,i,i,i,i,-9
Cc1cc(C2=NNC(=NC3CC3)SC2)c(C)n1-c1ccccc1,i,7,/,i,i,-6,i,i,i,i,-11
O=C(O)c1ccccc1C(=O)Nc1ccc(-n2nccc2C(F)(F)F)cc1,i,/,0,i,i,-2,i,i,i,i,-6
Cc1[nH]c2ccccc2c1SCCNC(=O)c1ccc(S(=O)(=O)N2CCCC2)cc1,i,-2,-2,i,i,-1,i,i,i,i,-9
CCCC(=O)Nc1ccc(C(=O)Nc2ccc([N+](=O)[O-])cc2OC)cc1,i,0,1,i,i,-1,i,i,i,i,-1
O=[N+]([O-])c1ccc(Cl)c(S(=O)(=O)Nc2cccc(-c3ccc(N4CCCC4)nn3)c2)c1,i,1,-2,i,i,2,i,i,i,i,-14
NS(=O)(=O)c1ccc(N=NN2CCCCC2)cc1,i,/,0,i,i,0,i,i,i,i,-2
Cc1ccc(C(=O)NCCN2C3=NC[C@H](C(C)C)N3C[C@H]2Cc2ccc(O)cc2)cc1Br,i,6,/,i,i,1,i,i,i,i,-11
CC/C(=C\C(=O)c1ccncc1)Nc1ccc(Br)cc1,i,12,1,i,i,0,i,i,i,i,-7
CCN1CCN(S(=O)(=O)c2cc(OC)c(Cl)cc2OC)CC1,i,-3,-4,i,i,0,i,i,i,i,0
O=C(CNC(=O)c1ccco1)N/N=C/c1ccc(O)cc1O,i,-6,6,i,i,-4,i,i,i,i,-11
O=C(NCCc1cccs1)c1ccc(CS(=O)Cc2ccc(Cl)cc2)o1 (stereo not drawn),i,-5,0,i,i,0,i,i,i,i,-9
COc1ccc2c(Cl)c(C(=O)N/N=C/c3c(C)[nH]c4ccccc34)sc2c1,i,35,-1,i,i,1,i,i,i,i,-2
COc1ccc(-c2n[nH]c(=S)n2/N=C/C=C/c2ccccc2OC)cc1,i,8,-1,i,i,-2,i,i,i,i,-7
CC1(C)C2CCC1(CS(=O)(=O)Nc1cccc(S(N)(=O)=O)c1)C(=O)C2 (stereo not drawn),i,/,-1,i,i,0,i,i,i,i,-9
COc1ccc(C(CC(=O)Nc2ccccc2OC)n2cccc2)cc1 (stereo not drawn),i,-2,-2,i,i,-3,i,i,i,i,-15
Cc1ccc(S(=O)(=O)Nc2cc(-c3ccccc3)nn2C)cc1Cl,i,/,-7,i,i,0,i,i,i,i,-8
COc1ccc(-c2nc(CSCC(=O)NC3CCCc4ccccc43)c(C)o2)cc1 (stereo not drawn),i,2,0,i,i,-2,i,i,i,i,-12
CC1CCCN(CCOCCSc2ccccc2)C1 (stereo not drawn),i,-1,-3,i,i,4,i,i,i,i,-10
CCCCCn1c(Sc2ccccc2)nc2c1c(=O)[nH]c(=O)n2C,i,-6,-3,i,i,-1,i,i,i,i,-15
Cc1ccc(-n2c(=S)[nH]c3c(oc4ccccc43)c2=O)cc1,i,0,1,i,i,1,i,i,i,i,-7
Cc1ccc(NC(=O)C2CC(=O)Nc3ncnn32)c(C)c1 (stereo not drawn),i,-4,-1,i,i,-4,i,i,i,i,-8
Cc1ccc(CNCC(O)(c2ccc(F)cc2)c2ccc(F)cc2)cc1,i,2,-1,i,i,-2,i,i,i,i,-16
C/C(=N\NC(=O)C(N)=O)c1ccc(Br)cc1,i,-2,-13,i,i,2,i,i,i,i,-3
COc1ccc(C(=O)c2coc3ccc(O)c(CN4CCCC4)c23)cc1,i,-1,1,i,i,0,i,i,i,i,-15
Nc1nc(NCc2cccs2)nn1-c1ccccc1,i,15,2,i,i,-2,i,i,i,i,-1
CCOC(=O)c1cc2c(=O)c3cc(C)ccc3oc2nc1C,i,-6,-1,i,i,0,i,i,i,i,-9
CC(=O)Nc1ccc(OCC(=O)NCCc2ccc(Cl)cc2)cc1,i,2,0,i,i,0,i,i,i,i,-5
Cc1ccc(-n2cccn2)c(CN2CCCC(C(=O)c3ccc4c(c3)OCO4)C2)c1 (stereo not drawn),/,1,1,i,i,4,i,i,8*,i,-17
Cc1nc(N2CCC(C)CC2)c2c(C)c(C(=O)Nc3ccc(C(F)(F)F)cc3)sc2n1,i,-3,/,i,i,-3,i,i,10*,i,0
N#CC1=C(SCC(=O)Nc2ccccc2)NC(=O)CC1c1ccc(O)cc1 (stereo not drawn),i,7,-1,i,i,2,i,i,i,i,-4
CCCCc1nnc(NC(=O)C2CC(=O)N(c3ccc4c(c3)OCCO4)C2)s1 (stereo not drawn),i,2,-15,i,i,-4,i,i,i,i,1
COc1ccc(NC(=O)CNC(=O)Cn2c(C)cc3ccccc3c2=O)c(OC)c1,i,-1,-2,i,i,0,i,i,i,i,-12
O=C(NCc1cccnc1)c1ccc(COc2ccc3c(c2)CCC3)o1,i,0,1,i,i,2,i,i,i,i,-21
CCOC(=O)c1c(C)[nH]c(C(=O)CSc2nc3ccccc3o2)c1C,i,3,0,i,i,-1,i,i,i,i,-3
Cc1cc(C)c(C)c(S(=O)(=O)NCc2ccco2)c1C,i,/,1,i,i,-1,i,i,i,/,-12
CC1(C)Cc2c(sc3c2C2=NCCN2C=N3)CS1,i,8,54*,i,i,-5,i,i,i,i,-4
Cc1ccc(S(=O)(=O)NC(Cc2ccccc2)C(=O)NN)cc1 (stereo not drawn),i,4,2,i,i,0,i,i,i,i,-11
CCOC(=O)C1=C(CS(=O)(=O)c2ccc(C)c(C)c2)NC(=O)NC1c1ccc(O)cc1 (stereo not drawn),i,1,1,i,i,1,i,i,i,i,-21
COC(=O)Cn1cnc2c(oc3ccccc32)c1=O,i,3,-1,i,i,0,i,i,i,i,-6
CCN(CC)c1ccc(NC(=O)CSc2nnc3nc(C)cc(C)n23)cc1,i,-6,5,i,i,-1,i,i,i,i,-6

# Laid out differently: results already given
# Below each compound – PolyA inhibitor | DYRK1A inh | GSK3 alpha inh | RGS4 act | KCNQ1 act | GSK3B inh | KCNK9 inh | RGS4 inh | KCNQ1 block | KCNK3 inh | hERG rescue
CC(=O)Nc1ccc(OCC(=O)NCCc2ccc(Cl)cc2)cc1
    i | 2 | 0 | i | i | 0 | i | i | i | i | -5
CC1(C)Cc2c(sc3c2C2=NCCN2C=N3)CS1
    i | 8 | 54* | i | i | -5 | i | i | i | i | -4
CCN(CC)c1ccc(NC(=O)CSc2nnc3nc(C)cc(C)n23)cc1
    i | -6 | 5 | i | i | -1 | i | i | i | i | -6

# Remaining list, next part.
SMILES,PolyA inhibitor,DYRK1A inh,GSK3 alpha inh,RGS4 act,KCNQ1 act,GSK3B inh,KCNK9 inh,RGS4 inh,KCNQ1 block,KCNK3 inh,hERG rescue
CC(C)C(=O)NNc1ccccc1,i,2,-5,i,i,-2,i,i,i,i,1
COC(=O)C1=C(C)NC(=O)CC1c1cccc(OC)c1OC (stereo not drawn),i,0,1,i,i,-2,i,i,i,i,-12
COc1cc(NS(=O)(=O)c2ccc(NC(=O)COc3ccc(C)cc3)cc2)nc(OC)n1,i,-3,-5,i,i,3,i,i,i,i,-6
COc1ccc(-n2nc(C(=O)NCC(=O)N3CCOCC3)c3ccccc3c2=O)cc1Cl,i,1,-1,i,i,1,i,i,i,i,-9
CCC(C)c1ccccc1N1CC(C(=O)Nc2ccccc2N2CCCC2)CC1=O (stereo not drawn),i,-3,-2,i,i,1,i,i,i,i,-20
Cc1nc2nc(C)c(NS(=O)(=O)c3ccc(Cl)cc3)c(=O)n2[nH]1,i,0,0,i,i,/,i,i,i,i,-6
O=C(CN1CCN(c2ncccn2)CC1)N1CCCC1,i,-4,-3,i,i,1,i,i,i,i,-18

# Bioassay records (PubChem BioAssay)

# Only part of the results is shown, so the mix of outcomes need not match the whole.
